Bioassay records from PubChem BioAssay.
LMPTP inh – LMPTP (human) inhibition | P24666 | 360,000 tested, 0.22% active | recombinant LMPTP-A, OMFP fluorogenic substrate, fluorescence intensity | AID 651560 | inhibition, % at 20 µM;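 active means compounds that cut the enzyme signal by at least half of the control window in the single-dose screen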;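 further: plate controls were DMSO wells with enzyme plus substrate for no effect and substrate without enzyme for full effect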
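Assay system: LMPTP-A enzyme. Input: 0.625 nM LMPTP-A final. Probe or stimulus: 400 µM OMFP. Compound dosing: single 20 µM dose. Schedule: 50 min dark incubation at room temperature. Detection: fluorescence intensity of OMFP turnover product. Read-out: percent inhibition versus substrate-only and uninhibited controls. Benchmarks: no-enzyme low control, uninhibited high control.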
PABP1 MLLE inh – blocks PAM2 peptide binding to the PABP1 MLLE domain; 360,000 tested, 0.36% active; P11940; GST-MLLE / FITC-PAM2 fluorescence polarization; AID 588489; inhibition, % at 20 µM; in the data active means inhibition above about 35%, passing the limit was not always enough;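 further: plate controls were DMSO wells with GST-MLLE for no effect and wells lacking GST-MLLE protein for full effect; some results filed as inactive read as strong as hits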
STEP inh – blocks human striatal-enriched tyrosine phosphatase; P54829; 360,000 tested, 0.25% active; recombinant STEP, OMFP fluorogenic substrate, fluorescence; inhibition, % at 20 µM;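 active means inhibition at 20 µM, scaled per plate between control wells, above about 37%, limit read from the data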;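 further: 0% = DMSO with enzyme and substrate and 100% = substrate only without enzyme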
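medium = Bis-Tris buffer pH 6.0, 2.5 mM DTT, 0.005% Tween 20 | test system = STEP (striatal-enriched tyrosine phosphatase) enzyme, cell-free | measure = normalized % inhibition | compound dosing = 20 µM, 1% DMSO | also added = 25 µM OMFP | schedule = reaction 20 min, ambient temperature | measured by = fluorescence read at 480 nm ex / 540 nm em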
SUMO1-SIM PPI – alters human SUMO1 binding to SIM partners | SUMO1 binding to a labelled peptide, TR-FRET, 1 h | inhibition, % at 20 µM | 360,000 tested, 0.33% active | P63165; in the data active means inhibition above about 37%
NadD block – NadD (S. aureus) enzyme inhibition; 360,000 tested, 0.78% active; AID 602399; inhibition, % at 20 µM; purified NadD enzyme, colorimetric absorbance read-out; in the data active means inhibition above about 26%; further: some compounds past the cut are filed as inactive
DNMT1 inh – blocks human DNA methyltransferase DNMT1 | inhibition (reported as % activation of signal), % at 10 µM | P26358 | 360,000 tested, 0.83% active | DNMT1 molecular beacon, Hinp1I cleavage, fluorescence; in the data active means inhibition above about 50%
Target sequence (P26358 504-1616 limits assumed): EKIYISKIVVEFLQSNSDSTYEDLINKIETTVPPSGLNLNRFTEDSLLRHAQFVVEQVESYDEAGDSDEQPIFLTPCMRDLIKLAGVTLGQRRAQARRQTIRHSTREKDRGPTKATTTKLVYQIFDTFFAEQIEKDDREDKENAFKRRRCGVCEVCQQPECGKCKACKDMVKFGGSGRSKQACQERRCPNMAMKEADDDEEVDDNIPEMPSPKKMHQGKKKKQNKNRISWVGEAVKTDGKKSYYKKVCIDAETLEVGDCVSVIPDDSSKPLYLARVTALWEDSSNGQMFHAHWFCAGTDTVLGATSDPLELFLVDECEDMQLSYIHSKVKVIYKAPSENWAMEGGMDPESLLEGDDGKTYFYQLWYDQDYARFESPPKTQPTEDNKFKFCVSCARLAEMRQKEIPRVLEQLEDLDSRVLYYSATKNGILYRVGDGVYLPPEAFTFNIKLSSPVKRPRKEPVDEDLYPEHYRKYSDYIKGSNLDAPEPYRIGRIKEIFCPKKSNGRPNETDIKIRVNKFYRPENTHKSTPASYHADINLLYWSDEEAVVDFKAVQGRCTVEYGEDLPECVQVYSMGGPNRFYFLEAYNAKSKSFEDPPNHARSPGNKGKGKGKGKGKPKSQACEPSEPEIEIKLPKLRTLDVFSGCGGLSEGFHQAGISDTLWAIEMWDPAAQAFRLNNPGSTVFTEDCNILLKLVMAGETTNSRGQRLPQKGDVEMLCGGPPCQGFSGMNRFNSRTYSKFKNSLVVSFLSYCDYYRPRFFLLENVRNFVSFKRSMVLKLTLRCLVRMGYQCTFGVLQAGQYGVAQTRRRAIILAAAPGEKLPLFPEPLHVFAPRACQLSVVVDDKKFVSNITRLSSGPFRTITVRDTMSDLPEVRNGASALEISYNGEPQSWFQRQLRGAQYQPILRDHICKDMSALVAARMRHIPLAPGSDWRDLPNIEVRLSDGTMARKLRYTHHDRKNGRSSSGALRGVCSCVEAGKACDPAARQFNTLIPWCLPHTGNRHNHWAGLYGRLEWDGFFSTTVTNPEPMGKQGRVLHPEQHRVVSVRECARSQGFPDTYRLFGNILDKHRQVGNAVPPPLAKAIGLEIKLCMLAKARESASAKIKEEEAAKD
CSN deneddyl inh – CSN deneddylation inhibition; Purified CSN, SCF-Nedd8-OG deneddylation, fluorescence polarization; Q92905; inhibition, % at 12.5 µM; AID 651999; 360,000 tested, 0.38% active;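 active means pattern-corrected inhibition above about 35%, with an unprinted fluorescence ratio check between 0.5 and 1.5, limit read from the data, passing the limit was not always enough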;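 further: 0% = enzyme with substrate and 100% = substrate without enzyme; some results filed as inactive read as strong as hits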
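Schedule: reaction 90 min, room temperature / Assay system: HEK293T-derived human Csn5 enzyme / Input: Csn5 at 0.24 nM final / Measure: inhibition of Csn5 cleavage, % / Control set: substrate-only high control, full reaction low control / Technique: fluorescence polarization of the substrate / Buffer or medium: Tris/NaCl/DTT buffer, pH 7.5 / Reagent: SCFSkp2-Nedd8OG substrate at 10 nM final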
Rpn11 block – inhibitors of human proteasome Rpn11; human 26S proteasome, Ub4-pepOG fluorescence polarization; 20S core pre-blocked with epoxomicin; calls only at 20 µM; 360,000 tested, 0.59% active; AID 588493;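 active means inhibition at 20 µM, scaled to each plate's controls, above about 33%, limit read from the data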
Scp-1 inhibitor – Scp-1 (human) phosphatase inhibition. Q9GZU7. Recombinant Scp1, phosphopeptide, malachite green phosphate absorbance. inhibition, % at 20 µM. 340,000 tested, 0.88% active;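 active means inhibition above about 50% at 20 µM, limit read from the data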;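 further: plate controls were DMSO wells with enzyme for no effect and wells lacking enzyme for full effect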
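System: SCP-1 catalytic domain; Reagent: Phospho 17-mer peptide substrate; Doses: one concentration, 20 µM, with 1.0% DMSO; Incubation: 45 min room-temperature reaction, 5 min colour, 30 min stabiliser; Signal: Phosphate-binding colour reagent, absorbance read at 630 nm.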
Tb MetRS inh – Trypanosoma brucei MetRS inhibition; 360,000 tested, 0.4% active; inhibition, % at 11.9 µM; purified T. brucei MetRS, ATP depletion, Kinase-Glo luminescence; AID 624268;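 active means inhibition above a per-plate cutoff of the control wells' mean inhibition plus 3 SD, cut at about 5.5% in these data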;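 further: 0% = DMSO wells median and 100% = median of wells with control inhibitor compound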
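Assay system: T. brucei methionyl-tRNA synthetase, purified | Medium: HEPES buffer with MgCl2, KCl, DTT, spermine, BSA, pyrophosphatase | Compound: 11.9 µM single point | Incubation: 15 min enzyme-compound preincubation, 2 h reaction, 10 min detection, 25 °C | Measured by: Kinase-Glo luciferase luminescence reporting remaining unconsumed ATP | Measure: % inhibition normalized to control-well medians | Replication: Singlicate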
* hit, by the source's call; i = inactive; / = no result given; + = active, no number.

Each structure is followed by: Scp-1 inhibitor, DNMT1 inh, Rpn11 block, SUMO1-SIM PPI, NadD block, CSN deneddyl inh, Tb MetRS inh, PABP1 MLLE inh, STEP inh, LMPTP inh
1: O=C(c1ccccc1Cl)N(C(=O)c1ccccc1Cl)c1nccc(-c2cccs2)n1
  -7, -4, i, 0, -5, -2, -1.7, 5, 0, 2.4
2: N#CC1(NC(=O)COC(=O)C2CCN(S(=O)(=O)c3ccc4c(c3)OCCO4)CC2)CCCCC1
  -2, -1, i, 5, -3, -1, -0.5, 0, 0, -0.9
3: COc1ccc(C(=O)OC2CCN(C)CC2)cc1
  -6, -3, i, -2, 9, -1, -0.9, 10, 0, 2.0
4: Cn1cc(/C=C/C(=O)N2CCCC(C(=O)c3ccc(C(C)(C)C)cc3)C2)cn1 (stereo not drawn)
  -7, 2, i, 2, 3, 1, -0.7, -3, -2, -0.7
5: O=C(CSc1nnc(-c2cccnc2)n1-c1ccc(SC(F)F)cc1)N1CCCc2ccccc21
  7, -3, i, -2, 8, -5, -0.9, 2, -2, -1.0
6: CC(C(=O)Nc1ccc(S(=O)(=O)N2CCOCC2)cc1)N(c1ccccc1)S(C)(=O)=O (stereo not drawn)
  0, 0, i, -3, -1, 1, -0.6, -4, -4, -0.4
7: CSCCC1NC(=O)N(CC(=O)Nc2cc(C)on2)C1=O (stereo not drawn)
  -3, 1, i, 5, 6, 3, -0.1, 3, 0, -1.6
8: CCOc1ccc(C(=O)N/N=C/c2ccc(SC)cc2)cc1
  -2, 1, i, 0, 2, -6, 0.1, -1, 1, 0.7
9: COCCn1nnnc1C(C(C)C)N1CCOCC1 (stereo not drawn)
  4, 16, i, -3, 2, -3, -0.7, 1, -1, -1.6
10: COCCC(=O)N1CCC(Oc2ccc(C(=O)N(C)C(C)c3ccon3)cc2)CC1 (stereo not drawn)
  -5, 0, i, 2, -3, 4, 0.0, 11, 0, -1.1
11: COCCCn1cnnc1SCc1nc2sc(C(C)=O)c(C)c2c(=O)[nH]1
  16, 3, +, -19, -7, 8, -0.5, -67, -1, -2.1
12: N#CC1(NC(=O)CSc2nnc(C3CC3)n2N)CCCCC1
  /, 1, i, 7, 9, 1, -0.4, 1, 0, -0.4
13: CCOc1ccc(N(CC(=O)N2CCCCCC2)S(=O)(=O)c2ccc(C)cc2)cc1
  -9, 7, i, -5, -4, 0, 0.0, 7, -2, -0.4
14: CSCC[C@H](NC(=O)OCc1ccccc1)C(=O)O
  0, 3, i, -3, -3, -1, 0.1, 3, -15, -1.7
15: Cc1ccc(S(=O)(=O)N[C@H](C(=O)OCC(=O)NC(=O)Nc2ccc3c(c2)OCCO3)C(C)C)cc1
  -3, 5, i, 1, 0, -4, -1.2, -10, -1, -1.0
16: COc1cc2c(cc1OC)C(c1ccc3c(c1)OCO3)CC(=O)N2 (stereo not drawn)
  3, 3, i, 3, 0, 0, -0.4, 2, -3, -0.1
17: Nn1cnnc1SCC(=O)Nc1ccc(C2CCCCC2)cc1
  7, 2, i, 6, 1, 3, 0.0, -44, 0, -0.1
18: Cc1cc2c(C)ccc(C)c2nc1SCC(=O)c1cccs1
  -7, -1, i, -3, 5, 3, -1.2, -5, 2, 1.7
19: CCOc1cc(C2C(C#N)=C(N)Oc3n[nH]c(-c4ccccc4)c32)ccc1O (stereo not drawn)
  -2, -5, i, 0, -2, 0, 0.5, 2, -5, 0.5
20: CC(=O)c1sc(NC(=O)COc2ccc(C)c(C)c2)nc1C
  -7, -1, i, 0, -7, 5, -1.0, 1, 5, 0.1
21: Cc1ccccc1NS(=O)(=O)c1ccc(C(=O)NCC(c2ccco2)N(C)C)cc1 (stereo not drawn)
  -3, 2, i, 4, -5, 7, 0.3, 3, -3, -0.3
22: Cc1ccc(COc2ccsc2-c2n[nH]c(=S)n2C)cc1
  -6, 1, i, -3, 5, 1, 0.0, 0, 0, 0.1
23: CC(C)C[C@@H](CN)NC(=O)c1nc[nH]c1C(=O)N[C@@H](C)C(=O)CNC[C@H](C)NC(=O)c1nc[nH]c1C(=O)N[C@@H](C)C(=O)O
  -5, 11, i, 6, 9, -3, 0.9, 13, 0, -2.5
24: C/C=C/c1ccc(OCCCNC(C)CC)c(OC)c1 (stereo not drawn)
  -5, -1, i, 0, -4, 7, -0.6, 9, -2, -2.1
25: CCN(CC(=O)Nc1c(F)cccc1F)C(=O)c1cccc(S(=O)(=O)N2CCCc3ccccc32)c1
  2, -2, i, 1, 2, 3, -0.4, 1, 2, 0.9
26: Cc1cc(N(C)N)nc(NC(=O)NS(=O)(=O)c2ccccc2Cl)n1
  -10, -1, i, -4, -6, -2, -0.7, 2, -2, -1.0
27: COc1ccc(/C=C2\Sc3ccc(C(=O)NCCCN4CCCC4)cc3N(C)C2=O)cc1OC
  -2, -14, i, -48, 4, 1, 0.2, -22, 0, -3.9
28: CC(C)(C)OC(=O)N/N=C/c1ccc(Br)cc1
  -5, -2, i, -6, 5, 2, -0.1, 8, -2, 0.1
29: Cc1ccc(Cc2nc(-c3ccccn3)no2)cc1
  -7, -1, i, -5, -2, -2, 0.5, 1, -1, -0.4
30: COc1ccc(-c2cc(=O)oc3c(C)c(OC(C)C(C)=O)ccc23)cc1 (stereo not drawn)
  -10, -2, i, -30, -13, -1, -0.4, 2, 4, -0.5
31: CCOc1cccc(C2/C(=C(\O)c3ccc4c(c3)OCCO4)C(=O)C(=O)N2Cc2ccncc2)c1 (stereo not drawn)
  -2, 1, i, -10, 7, -1, 0.3, -3, 2, 1.1
32: C/C(=N/NC(=O)c1cnccn1)c1cccs1
  3, 4, i, -3, 3, -3, -0.8, -11, -2, -1.3
33: CCc1ccc(C(C(=O)NC2CCCC2)N(Cc2cccnc2)C(=O)c2csnn2)cc1 (stereo not drawn)
  -5, 1, i, 1, -4, 0, -0.3, 5, 5, -1.0
34: Cc1ccccc1C(=O)N1CCCN(C(=O)c2ccccc2C)CC1
  1, 7, i, -1, -1, 6, -0.1, 4, -1, -1.7
35: CCOC(=O)Cc1csc(NC(=O)COc2ccc3ccccc3c2)n1
  0, -8, i, -2, 11, 9, 0.6, -6, -3, 0.8
36: COc1ccc(NC(=O)CCCn2c(=O)c3sccc3n(Cc3ccccc3C)c2=O)cc1
  -7, -4, i, 6, 3, 0, 0.0, 1, 0, -0.7
37: C#CCN(C)Cc1ccccc1
  -6, 1, i, 7, 1, -4, -0.3, 3, -2, -1.7
38: CCC(C)NC(=O)c1cn(-c2cccc(OC)c2)c(=O)c2ccccc12 (stereo not drawn)
  -10, 0, i, -3, -8, 3, 0.0, 3, -3, -2.6
39: O=C(CN1CCN(Cc2ccccc2Cl)CC1)N/N=C/C=C/c1ccccc1[N+](=O)[O-]
  -3, -2, i, -18, -6, -13, -0.8, -6, -2, -0.4
40: Cc1cc(C)c(NS(=O)(=O)c2ccccc2)c(C)n1
  /, 3, i, -1, -1, 1, -0.3, 10, 0, 0.1
41: Cc1ccc(S(=O)(=O)Nc2ccc(C(=O)NCCCn3ccnc3)cc2)cc1[N+](=O)[O-]
  -5, -1, i, -10, 6, 4, 0.0, 3, -1, -0.2
42: COC(=O)c1ccccc1Sc1c(/C=N/OC(=O)c2ccccc2)c(C(F)(F)F)nn1C
  -9, 2, i, -2, -8, 0, -0.8, -1, 1, 2.8
43: O=C(O)Cc1ccc2[nH]c3ccc(CC(=O)O)cc3c2c1
  -15, 0, i, 0, 0, -7, -0.7, -16, 0, -2.6
44: CCc1cccc(NC(=O)COC(=O)c2cc(=O)c3ccccc3o2)c1
  -5, -1, i, -3, -7, -3, -0.3, 0, 0, 0.7
45: C=CCNc1nc(N)c([N+](=O)[O-])c(NCCO)n1
  -7, 1, i, -7, 4, 0, 2.5, -4, 1, -1.6
46: O=C(O)C(Cc1ccccc1)N1C(=O)CCC1=O (stereo not drawn)
  -2, 0, i, 1, -6, -2, 0.0, -2, -2, -1.1
47: Cc1ccc(SCC(=O)NCCc2ccc(F)cc2)cc1
  -5, 3, i, 6, -39, -2, -0.7, 4, 0, -1.1
48: O=CN1CCN(C2CC(=O)N(c3ccc(Br)cc3)C2=O)CC1 (stereo not drawn)
  0, 2, i, 2, -4, 3, 0.7, -11, -2, 0.4
49: COc1ccccc1OCC(=O)N/N=C1/SCC(=O)N1Cc1ccccc1
  -4, 2, i, 1, -8, 6, -0.6, 2, -3, -0.1
50: COc1ccc(C(NC(=O)C2CCN(CCOc3ccc(Cl)cc3Cl)CC2)c2ccccn2)cc1 (stereo not drawn)
  /, 2, i, 1, 0, 1, 0.7, 13, 0, -0.4
51: CCN(C(=O)c1cnc(OC)cc1C(F)(F)F)c1ccc(Cl)cc1Cl
  8, -2, i, -7, -1, -3, 0.3, 11, -1, 0.2

Marked active in Rpn11 block, among the entries above:
cpd | SMILES | Scp-1 inhibitor | DNMT1 inh | Rpn11 block | SUMO1-SIM PPI | NadD block | CSN deneddyl inh | PABP1 MLLE inh | LMPTP inh
11 | COCCCn1cnnc1SCc1nc2sc(C(C)=O)c(C)c2c(=O)[nH]1 | 16 | 3 | + | -19 | -7 | 8 | -67 | -2.1

Random draw from the library; about 3.6% have a hit in one of these screens.
